N370S GC mod = inhibits or activates N370S mutant glucocerebrosidase; N370S GC spleen homogenate, 4MU-glucoside fluorescence; P04062; Potency, µM (titrated, usually from 59.4 µM), for the others: top-dose activity change, negative = inhibition, usual class: inhibitors; 330,000 tested, 0.092% active;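 also: 0% = full enzyme activity and -100% = no enzyme basal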
TDP1 inh = TDP1 (human) enzyme inhibition; Q9NUW8; recombinant TDP1, AlphaScreen DNA substrate cleavage; Potency, µM (series often up to 130 µM), for the others: at the highest dose activity change, negative = inhibition, hits mostly inhibitors; 350,000 tested, 0.28% active; also: nearly all actives have a fitted effect of over 40% in size
Target sequence (Q9NUW8 whole entry, looked up): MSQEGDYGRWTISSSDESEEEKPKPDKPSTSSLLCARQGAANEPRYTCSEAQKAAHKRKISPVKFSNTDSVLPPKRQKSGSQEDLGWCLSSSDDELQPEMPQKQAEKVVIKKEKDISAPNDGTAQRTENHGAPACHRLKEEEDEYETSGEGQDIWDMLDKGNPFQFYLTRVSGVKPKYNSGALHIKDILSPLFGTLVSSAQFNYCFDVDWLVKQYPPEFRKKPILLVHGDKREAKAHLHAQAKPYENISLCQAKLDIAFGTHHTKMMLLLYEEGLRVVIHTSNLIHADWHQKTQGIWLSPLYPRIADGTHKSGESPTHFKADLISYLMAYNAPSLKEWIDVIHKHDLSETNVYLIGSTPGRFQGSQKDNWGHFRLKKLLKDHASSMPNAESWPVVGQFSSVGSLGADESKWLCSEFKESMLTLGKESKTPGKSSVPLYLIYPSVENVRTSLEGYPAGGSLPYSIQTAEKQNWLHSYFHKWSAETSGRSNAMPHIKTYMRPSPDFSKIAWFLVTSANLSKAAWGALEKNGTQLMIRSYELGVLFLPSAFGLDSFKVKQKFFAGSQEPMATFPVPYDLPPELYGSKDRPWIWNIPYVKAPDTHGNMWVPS
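Tdp1 1 nM final; 15 min RT w/ cpd; substrate 15 nM, 5 min; beads 10 ug/ml, 10 min; AlphaScreen read. Neg ctrl: no enzyme.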
FEN1 inh = blocks human flap endonuclease 1; Recombinant FEN1 flap cleavage, fluorescence, 15 min; P39748; 390,000 tested, 0.35% active; Potency, µM (titrated, usually from 114 µM), for inactives: top-dose activity change, negative = inhibition, most hits filed as inhibitors; AID 588795; also: nearly all actives have a fitted effect of over 65% in size
Target sequence (P39748 whole entry, looked up): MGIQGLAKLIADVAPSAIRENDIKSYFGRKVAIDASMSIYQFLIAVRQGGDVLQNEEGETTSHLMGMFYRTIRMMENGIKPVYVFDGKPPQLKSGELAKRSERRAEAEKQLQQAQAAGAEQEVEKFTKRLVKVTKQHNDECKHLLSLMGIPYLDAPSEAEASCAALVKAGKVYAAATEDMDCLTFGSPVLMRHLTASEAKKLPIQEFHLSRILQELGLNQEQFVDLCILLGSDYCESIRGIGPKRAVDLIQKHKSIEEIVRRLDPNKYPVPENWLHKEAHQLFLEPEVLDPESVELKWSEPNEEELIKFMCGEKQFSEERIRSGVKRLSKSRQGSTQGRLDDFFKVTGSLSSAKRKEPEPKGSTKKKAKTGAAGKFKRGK
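FEN1 at 10 nM preincubated with compounds 15 min at room temperature, then flap DNA substrate added at 50 nM final. Signal read at 0 and 15 min; concentration-response fitted with four-parameter Hill equation.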
The depositor's hits bear a star; ? = inconclusive; · = not tested or not shown; & = joins results of further samples; [ ] = dose if it differs, or a comment. Calls follow the shape of the dose curve; as a rule, active = well fitted curve in the direction sought with a large enough effect; inconclusive = small, poorly fitted or top-dose-only effect, or another doubt; inactive = no such curve, though single readings can be large; an effect the other way counts as inactive or inconclusive. Unless noted, % is scaled to controls: 0 for no effect and ±100 for the full control effect; potency is read from the fitted curve at half-maximal effect. This is a random part of the collection. About 0.57% of those tested had a hit in this group.

N370S GC mod | TDP1 inh | FEN1 inh | molecule
-3% | 8% | -1% | COc1ccc(C)cc1NC(=S)N1CCN(c2ncccn2)CC1
-7% | 6% | 6% | COc1ccc2c(CC(=O)Nc3nnc(C4CC4)s3)coc2c1
6% | 2% | -9% | CCc1nnc(NC(=O)CSc2nnc(COc3ccccc3C)o2)s1
7% | 0% | -5% | CC1CN(S(=O)(=O)c2ccc(NC(=O)CCCN3C(=O)c4ccccc4C3=O)cc2)CC(C)O1 (stereo not drawn)
10% | 2% | 9% | COc1ccccc1CN(C)C(=O)C1COc2ccccc2O1 (stereo not drawn)
-29% | · | -1% | COc1ccc([N+](=O)[O-])cc1NC(=O)C1CCCNC1=O (stereo not drawn)
5% | 3% | 0% | CCCN(Cc1nc(-c2ccc(Cl)cc2)no1)CC1CCCO1 (stereo not drawn)
2% | -3% | -1% | CNc1nc(-c2ccccc2)cc(C(F)(F)F)c1C#N
1%&-3% | -8%&-4% | -13%&-9% | COc1ccc(CCc2nc(C)ccc2O)cc1
0% | 1% | 3% | O=C(NCCC1CCCCN1S(=O)(=O)c1ccccc1)C(=O)NCc1cccnc1 (stereo not drawn)
0% | 3% | 18% | Cc1noc(C)c1S(=O)(=O)Nc1cccc(C(F)(F)F)c1
9% | 10% | -2% | Cc1[nH]n(C(N)=S)c(=O)c1C(c1ccccc1)C(C#N)C#N (stereo not drawn)
-25% | · | 7% | O=[N+]([O-])c1ccccc1S(=O)(=O)Nc1ccc(-c2ccc(N3CCCC3)nn2)cc1
· | -6% | -14% | Fc1ccc(CNc2ncnc3onc(-c4ccc(F)cc4)c23)cc1
-10% | 8% | ? | COc1ccc(N=C2S/C(=C\c3ccc(OC(C)C(=O)O)c(OC)c3)C(=O)N2CCc2c[nH]c3ccccc23)cc1 (stereo not drawn)
29% | -2% | -4% | COc1ccc(-c2cc(C(F)(F)F)nc(SCC(=O)N(C)Cc3cn(C)nc3C)n2)cc1OC
· | 11% | -1% | Cc1ccccc1CNC(=O)c1ccc2[nH]c(C)c(C)c2c1
2% | 6% | -5% | C/C(CC(=O)NCc1ccco1)=N\NC(=O)COc1ccc(Cl)cc1Cl
-3% | 1% | 11% | COCCCNCC1C(Oc2ccc(Cl)cc2)C(=O)N1c1ccccc1C (stereo not drawn)
2% | 3% | -17% | CCOC(=O)c1nnn(-c2nonc2N)c1CN1CCc2ccccc2C1
· | 6% | -12% | Cc1ccc2c(CC(=O)Nc3ccc(S(=O)(=O)N4CCCCC4C)cc3)coc2c1C (stereo not drawn)
· | 6% | 0% | COc1cc(C(CC(=O)Nc2ccc(C)c(F)c2)N2Cc3ccccc3C2=O)cc(OC)c1OC (stereo not drawn)
-14% | 8% | -5% | CCOC(=O)N1CCN(C(=O)CCS(=O)(=O)c2ccc3c(c2)CCN3C(=O)CC)CC1
4% | 3% | 0% | Cc1cc(C(=O)N/N=C/c2cccc(OC(=O)c3ccco3)c2)n[nH]1
-5% | 8% | -6% | N#C/C(=N/Nc1ccccc1[N+](=O)[O-])C(N)=S
6% | 3% | 13% | CN(C)/C=C(\C(=O)c1ccc(F)cc1F)c1nnnn1-c1ccccc1
1% | 0% | 11% | CCCCCCc1cc2cc(C(=O)OCC)c(=O)oc2cc1O
9% | · | -13% | COc1cc(Br)cc(/C=N/N(CCO)C2=NS(=O)(=O)c3ccccc32)c1OC
1% | -4% | -13% | COC(=O)C1CCCN1C(C(=O)NC1CCCCC1)c1ccc(Cl)cc1 (stereo not drawn)
-2% | 3% | 11% | O=C(NNC(=O)C1CC=CCC1C(=O)O)c1cccs1 (stereo not drawn)

As a working copy, 15 of the compounds above.
N370S GC mod | TDP1 inh | FEN1 inh | molecule
-3% | 8% | -1% | COc1ccc(C)cc1NC(=S)N1CCN(c2ncccn2)CC1
-7% | 6% | 6% | COc1ccc2c(CC(=O)Nc3nnc(C4CC4)s3)coc2c1
6% | 2% | -9% | CCc1nnc(NC(=O)CSc2nnc(COc3ccccc3C)o2)s1
7% | 0% | -5% | CC1CN(S(=O)(=O)c2ccc(NC(=O)CCCN3C(=O)c4ccccc4C3=O)cc2)CC(C)O1 (stereo not drawn)
10% | 2% | 9% | COc1ccccc1CN(C)C(=O)C1COc2ccccc2O1 (stereo not drawn)
-29% | · | -1% | COc1ccc([N+](=O)[O-])cc1NC(=O)C1CCCNC1=O (stereo not drawn)
5% | 3% | 0% | CCCN(Cc1nc(-c2ccc(Cl)cc2)no1)CC1CCCO1 (stereo not drawn)
2% | -3% | -1% | CNc1nc(-c2ccccc2)cc(C(F)(F)F)c1C#N
1%&-3% | -8%&-4% | -13%&-9% | COc1ccc(CCc2nc(C)ccc2O)cc1
0% | 1% | 3% | O=C(NCCC1CCCCN1S(=O)(=O)c1ccccc1)C(=O)NCc1cccnc1 (stereo not drawn)
0% | 3% | 18% | Cc1noc(C)c1S(=O)(=O)Nc1cccc(C(F)(F)F)c1
9% | 10% | -2% | Cc1[nH]n(C(N)=S)c(=O)c1C(c1ccccc1)C(C#N)C#N (stereo not drawn)
-25% | · | 7% | O=[N+]([O-])c1ccccc1S(=O)(=O)Nc1ccc(-c2ccc(N3CCCC3)nn2)cc1
· | -6% | -14% | Fc1ccc(CNc2ncnc3onc(-c4ccc(F)cc4)c23)cc1
-10% | 8% | ? | COc1ccc(N=C2S/C(=C\c3ccc(OC(C)C(=O)O)c(OC)c3)C(=O)N2CCc2c[nH]c3ccccc23)cc1 (stereo not drawn)

Further compounds follow:
N370S GC mod | TDP1 inh | FEN1 inh | molecule
· | 1% | 17% | O=C(c1ccc(Cl)cc1)N1CCN(CCc2ccncc2)CC1
0% | 0% | · | Cc1nnc(NC(=O)CCC(=O)N2CCN(CCc3ccccc3)CC2)s1
0% | 4% | -6% | O=C(CN1CCN(S(=O)(=O)c2ccccc2)CC1)Nc1ccc(Cl)cn1
· | 0% | 4% | CN(CC(=O)Nc1c(Cl)cccc1Cl)C(=O)Cc1ccsc1
4% | 1% | 1% | Cc1cc(-c2n[nH]c(=S)n2/N=C/c2ccc(C)o2)n[nH]1
23% | -8%[56.1 µM] | · | C=C1C2CC[C@@]3(C)C(c4ccoc4)OC(=O)C[C@@]13OC1CC(=O)C(C)(C)C(CC(=O)OC)[C@]12C (stereo partly drawn)
? | -10% | 9% | O=C(/C=C/c1ccccc1Cl)N1CCCN(C(=O)/C=C/c2ccccc2Cl)CC1
-10% | 5% | -15% | COc1cc(CNc2ccc(N3CCOCC3)cc2)cc(Br)c1OC
1% | 5% | 0% | C=CCNC(=O)CN1C(=O)C2C3c4ccccc4C(c4ccccc43)C2C1=O (stereo not drawn)
-1% | -1% | 1% | COc1ccc(Cn2c(C3CCCCC3)nc3c(c(=O)c4ccccc4n3C)c2=O)cc1
-6% | · | -4% | O=C(O)c1ccccc1SCCS(=O)(=O)c1ccc(Cl)cc1Cl
-1% | · | -23% | N#Cc1cc(-c2ccccc2)cnc1Sc1ccc(Cl)cc1
· | 6% | -4% | CC(C)=C[C@H]1C[C@H](C)[C@H]2CC[C@H](C)c3c(O[C@@H]4OC[C@@H](O)[C@H](O)C4O)c(O)c(C)c1c32 (stereo partly drawn)
3% | -10% | -5% | O=C(COC(=O)CNC(=O)c1ccc2c(c1)OCO2)Nc1ncc(Cl)cc1Cl
· | 1% | -6% | Cc1c(C(=O)Nc2nnc(C3CC3)s2)oc2ccccc12
-4% | 2% | 2% | O=c1c2c3c(sc2nc2n1CCC2)CCC3
-9% | · | -8% | O=[N+]([O-])c1cccc(S(=O)(=O)Nc2ccc(Cc3ccncc3)cc2)c1
-6% | 3% | 21% | C=CCN1C(=O)C(CC(=O)NCC)SC1=Nc1ccccc1OC (stereo not drawn)
· | -6% | -6% | CCOC(=O)N1CCC(NC(=O)c2cnn(-c3ccc(F)cc3F)c2C2CCN(C(=O)OC(C)(C)C)CC2)CC1
-3% | -1% | -6% | O=C(c1ccco1)N1N=C(c2ccc(Cl)cc2)CC1(O)C(F)(F)F (stereo not drawn)
-3% | · | -2% | CCC(NS(=O)(=O)c1ccc(C)cc1)C(=O)N1CCOCCOCCOCCOCC1 (stereo not drawn)
-8% | 4% | 1% | CCN1CCN(C(=O)C(=O)c2cn(CC(=O)N3CCCCCC3)c3ccccc23)CC1
· | 0% | 6% | CC(=O)c1cccc(NC(=O)CSc2nnc(-c3ccncc3)o2)c1
-4% | 5% | -4% | CCCCOc1ccc2c(c1)/C(=C(\C(Cl)=C(Cl)Cl)[N+](=O)[O-])N2
0% | 3% | 3% | O=C(O)c1ccc(N2CC3CC(C2)c2cccc(=O)n2C3)c(NS(=O)(=O)c2cccc(C(F)(F)F)c2)c1 (stereo not drawn)
7% | -3% | · | CC1CC(C)CN(C2CCN(Cc3cccnc3)CC2)C1 (stereo not drawn)
-4% | · | -9% | COc1ccc(OC)c(CCNC(=O)CN2C(=O)CCSc3ccccc32)c1
-13% | -4%&-5% | -5% | c1ccc2c(c1)Oc1ccccc1S2
11% | 3% | -1% | O=C(CO/N=C/c1cccc([N+](=O)[O-])c1)NC1CCCCC1
8% | 6% | 7% | CCN(CC(=O)Nc1ccc2c(c1)OCCO2)Cc1cc(=O)n2ccsc2n1
10% | 1% | 2% | CC(OC(=O)C12CC3CC(CC(O)(C3)C1)C2)C(N)=O (stereo not drawn)
6% | 4% | 18% | COC(=O)C1=C(Nc2ccccc2NC(=O)CCCC(=O)O)CSC1
12% | 10% | -23% | COCCn1cnc2c1c(=O)n(Cc1c(F)cccc1Cl)c(=O)n2Cc1ccccc1
6% | 2% | 20% | CCc1ccc(CNC(=O)C2CCC(=O)N(CCc3ccc(Cl)cc3)C2)nc1 (stereo not drawn)
6% | 5% | 5% | COCCNC(=O)CCCn1c(=O)c2cc(OC)c(OC)cc2n(CC(=O)NCCC2=CCCCC2)c1=O
· | 3% | 17% | COC(=O)c1ccccc1NC(=O)c1ccc(-c2nc(COc3ccccc3)c(C)o2)cc1
· | 6% | 4% | COc1ccc(C(=O)NCc2ccc3c(c2)CCN3C(=O)c2ccc(Cl)cc2)c(OC)c1
· | 2% | -3% | COc1ccc([C@@H]2CC=C(C(=O)O)[C@H](c3ccc(Br)cc3)N2S(=O)(=O)c2ccccc2C)cc1
2% | 5% | -1% | CCOC(=O)N1CCN(C(c2ccccc2)c2sc3nc(C)nn3c2O)CC1 (stereo not drawn)
8% | 7% | 0% | Cc1noc(C)c1S(=O)(=O)N(CC(=O)Nc1ccc2c(c1)OCCO2)c1ccc(C(C)C)cc1
-6% | 5% | 5% | CCCCS(=O)(=O)NC1=NCN(CCO)CN1
-5% | -3% | -9% | O=C(Cc1ccc(Cl)cc1)N/N=C/c1ccccc1
-13% | · | -11% | CCOc1ccc(S(=O)(=O)N2CCOCC2)cc1NC(=O)c1ccccc1F
-2% | 3% | -3% | N/C(=N\OC(=O)COc1ccc([N+](=O)[O-])cc1)c1ccncc1
1% | 1% | -7% | O=C(CCC1CCN(C(=O)c2cccc(Cl)c2F)CC1)Nc1ccccc1
-5% | 0% | -6% | COc1cccc2cc(C(=O)N3CCN(c4ncccn4)CC3)c(=O)oc12
8% | 8% | -2% | CCOC(=O)c1nnn(-c2nonc2N)c1CS(=O)(=O)c1ccccc1
? | 7% | -6% | Cc1c(/C=N/NC(=O)CNc2ccccc2)c2ccccn2c1C(=O)c1ccncc1
1% | 5% | 3% | CC(Sc1nc(=O)cc(N)n1CCc1ccccc1)C(=O)NCc1ccccc1 (stereo not drawn)
-1% | · | 14% | O=C1NC2(CCCCCC2)C(=O)N1Cc1cccc([N+](=O)[O-])c1
-6% | 6% | -13% | O=C(CSc1nc(-c2ccccc2)c(-c2ccccc2)o1)N1CCOCC1
0% | -4% | -9% | Nc1ccccc1OCCOCCOCCOc1ccccc1N
-1% | 1% | -4% | CC(=O)Nc1cc(Cl)ccc1OS(=O)(=O)c1ccc(C)cc1
27% | 0% | · | COc1ccc(-c2noc(-c3cc(Cl)ccc3Cl)n2)cc1OC
1% | 0% | 0% | CN(Cc1ccccc1)S(=O)(=O)c1cn(C)cn1
-1% | 7% | -2% | COC(C(=O)NC(C(C)C)C(C)C)c1ccccc1 (stereo not drawn)
4% | 0% | -13% | Cc1nc(Cl)c2oc3ccccc3c2n1
-7% | 5% | 3% | CC(C)C(=O)Nc1ccnc(-c2cccnc2)n1
-3% | 3% | 6% | Cc1cc(C(=O)NNC(=O)NC(C)C)no1
0% | 3% | 13% | Clc1ccc(-c2ncc3ccccn23)c(Cl)c1

Carrying on:
N370S GC mod | TDP1 inh | FEN1 inh | molecule
6% | 4% | -4% | CC(=O)Nc1ccc(OCc2cccc([N+](=O)[O-])c2)cc1
4% | · | 5% | CC1(C)CC(=O)C/C(=N/NC(=O)COc2ccc(Cl)cc2Cl)C1
0% | · | 3% | O=S(=O)(Nc1ccc(Cl)cn1)c1ccc(F)cc1
7% | -4% | -16% | Cc1nc(C(=O)Nc2ccc(Cl)cc2Cl)nn1-c1cc(OC(C)C)c(Cl)cc1Cl
-5% | 2% | 6% | Cc1nc2scc(C)n2c(=O)c1S(=O)(=O)Nc1ccc(OC(F)(F)F)cc1

Screening data deposited in PubChem by National Center for Advancing Translational Sciences (NCATS).
